Runt-CBFb FRET – Runt domain-CBFb interaction inhibition | Q01196+Q13951 | Cerulean-Runt/Venus-CBFb FRET ratio 530/480, 1 h | inhibition, % at 20 µM | 0.46% of 220,000 active;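 active = inhibition over about 50% at 20 µM in the single-dose screen, limit read from the data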;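 note: 0% = DMSO wells and 100% = excess unlabeled CBFb competitor control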
Target sequence (Q01196 whole entry, looked up, the tested form may be a part): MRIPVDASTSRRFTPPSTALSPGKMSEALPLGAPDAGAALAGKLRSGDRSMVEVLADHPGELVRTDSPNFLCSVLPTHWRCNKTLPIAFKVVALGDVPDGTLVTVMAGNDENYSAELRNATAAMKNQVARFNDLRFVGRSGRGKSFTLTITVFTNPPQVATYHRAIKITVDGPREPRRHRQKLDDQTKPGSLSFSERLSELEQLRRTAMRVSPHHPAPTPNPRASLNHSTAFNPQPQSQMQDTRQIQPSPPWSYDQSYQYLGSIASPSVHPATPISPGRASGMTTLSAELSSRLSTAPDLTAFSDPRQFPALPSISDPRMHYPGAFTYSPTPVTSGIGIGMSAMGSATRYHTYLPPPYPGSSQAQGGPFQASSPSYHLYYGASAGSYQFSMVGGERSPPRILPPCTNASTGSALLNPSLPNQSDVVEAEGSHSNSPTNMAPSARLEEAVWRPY
Target sequence (Q13951 whole entry, looked up, the tested form may be a part): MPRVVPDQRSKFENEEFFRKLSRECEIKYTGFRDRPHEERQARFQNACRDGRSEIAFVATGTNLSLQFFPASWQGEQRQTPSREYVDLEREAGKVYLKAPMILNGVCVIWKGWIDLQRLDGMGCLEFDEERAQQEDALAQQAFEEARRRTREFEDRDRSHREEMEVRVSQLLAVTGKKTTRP
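Schedule: protein complex preformed 1 h, compound exposure 1 h, room temperature, dark; test system: Cerulean-labeled Runt domain protein; amount: 100 nM per protein; buffer or medium: Tris 50 mM pH 7.5, KCl, K2SO4, 0.01% BSA; read-out: loss of energy transfer signal; detection: FRET fluorescence; controls: 5 µM unlabeled CBFb as full-inhibition high control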
Runt-SMMHC FRET – Runt domain-CBFb-SMMHC interaction inhibition; Cerulean-Runt/Venus-CBFb-SMMHC FRET ratio 530/480, 1 h; inhibition, % at 20 µM; 0.74% of 220,000 active; AID 1434;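 active = mean inhibition across duplicate retests at 20 µM reaching about 50%, limit read from the data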;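 note: 0% = DMSO wells and 100% = wells with excess untagged CBFb-SMMHC; inhibitors lower the FRET ratio by blocking Runt binding to CBFb-SMMHC; some results filed as inactive read as strong as hits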
14-3-3 Bad inh – disrupts binding of bovine 14-3-3 zeta to phospho-Bad peptide; TR-FRET 14-3-3zeta/Dy647-pBad peptide displacement, 1 h; 0.71% of 220,000 active; inhibition, % at 21.7 µM; AID 781;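 active = inhibition above about 70%, limit read from the data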;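 note: 0% = full 14-3-3 plus peptide FRET controls and 100% = background without 14-3-3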
Thrombin inh – inhibitors of human thrombin | inhibition, % at 5 µM | 0.26% of 220,000 active | alpha-thrombin, Boc-VPR-AMC fluorogenic substrate cleavage | P00734;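 active = inhibition at or above 40%; inactive = inhibition below 40%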;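 note: 0% = enzyme with no compound and 100% = wells without enzyme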
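System – human alpha-thrombin protein · Reagent – Boc-VPR-AMC substrate, 15 µM final · Compound – 5 µM single dose in 0.2% DMSO · Schedule – reaction at room temperature · Technique – AMC fluorescence at 355 nm excitation and 460 nm emission · Read-out basis – % inhibition relative to enzyme controls and enzyme-free blanks · Control set – no-compound enzyme wells and no-enzyme blanks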
KLK5 inh – blocks human kallikrein 5 protease activity; Q9Y337; recombinant hK5, fluorogenic AMC substrate cleavage; inhibition, % at 5 µM; 0.59% of 210,000 active;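 active = inhibition of 40% or more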;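 note: 0% = enzyme controls without compound and 100% = no-enzyme blanks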
Target sequence (Q9Y337 67-293 limits assumed): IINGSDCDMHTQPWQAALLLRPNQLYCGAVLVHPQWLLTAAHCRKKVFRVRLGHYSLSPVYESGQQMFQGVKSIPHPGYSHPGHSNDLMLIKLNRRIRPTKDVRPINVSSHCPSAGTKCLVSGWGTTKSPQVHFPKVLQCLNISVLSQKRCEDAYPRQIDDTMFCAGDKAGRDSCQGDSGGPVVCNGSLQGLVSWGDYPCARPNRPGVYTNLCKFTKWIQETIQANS
FXIIa inh 1536 – blocks human coagulation factor XIIa protease activity; P00748; purified FXIIa, Boc-QGR-AMC fluorogenic substrate, 2 h; inhibition, % at 5 µM; 0.3% of 220,000 active; AID 800; in the data active = inhibition above about 40%;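 note: 0% = enzyme with no compound and 100% = blank without enzyme; many of its hits are not listed in these tables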
FXIa inh 1536 – inhibitors of human coagulation factor XIa; P03951; purified FXIa, Boc-Glu-Ala-Arg-AMC fluorogenic substrate; inhibition, % at 5 µM; 0.14% of 220,000 active; AID 798;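 active = inhibition of at least 40%; inactive = inhibition below 40%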;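 note: fluorescence of freed AMC excited at 355 nm; 0% = enzyme without compound and 100% = no enzyme blank; many of its hits are not listed in these tables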
Wee1 degr inh – human Wee1 degradation inhibition, primary screen | P30291 | HeLa Luc-Wee1K328M stability, luciferase luminescence; 100% = proteasome inhibitor MG132 effect | reporter increase, % at 5 µM | 1.2% of 220,000 active | AID 1321;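 active = activation above the mean of all tested compounds plus 3 SD, set per screening run, cut at about 8.8% in these data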;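 note: cells exposed to compound for 20 h before luminescence read; 0% = DMSO alone and 100% = MG132 at 30 µM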
Hck-Nef inh – inhibitors of human Hck kinase activated by Nef | P08631 | Recombinant Hck-YEEI plus Nef, Z-Lyte FRET kinase assay | 0.68% of 220,000 active | inhibition, % at 20 µM;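 active = Hck-Nef kinase inhibition above about 50%, limit read from the data; inactive = inhibition below that limit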;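 note: 0% = DMSO with Hck plus Nef and 100% = Hck alone without Nef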
The depositor's hits bear a star; . = not tested or not shown; [ ] = remark or other dose.

Field names – A = Runt-CBFb FRET; B = Runt-SMMHC FRET; C = 14-3-3 Bad inh; D = Thrombin inh; E = KLK5 inh; F = FXIIa inh 1536; G = FXIa inh 1536; H = Wee1 degr inh; I = Hck-Nef inh
[1] CC(C)CC1(C(=O)NCc2cc(F)cc(C(F)(F)F)c2)C=CCN1C(=O)c1ccccc1 (stereo not given)
  A: -4	B: 3	C: 0	D: 0	E: -11	F: 6	G: -5	H: -1	I: -5

[2] Cc1nc(CS(=O)(=O)c2ccc(Cl)cc2)sc1C(=O)O
  A: 2	B: 1	C: -12	D: -4	E: -1	F: 6	G: 0	H: 0	I: 14

[3] CC1(C)CNC(=O)c2sc(NC(=O)CN3CCOCC3)nc2C1
  A: 1	B: -2	C: -5	D: 1	E: -12	F: 18	G: 0	H: -2	I: 6

[4] COc1ccc(NS(=O)(=O)c2cc(NC(=O)/C=C/c3cc(OC)ccc3OC)ccc2N2CCCCC2)cc1
  A: -6	B: 0	C: -8[fluorescence artefact?]	D: -8	E: -19	F: 11	G: 9	H: -2	I: 7

[5] CCCCC1=CC2=C(c3ccco3)C(=O)C(C)(OC(=O)c3ccc(OC)cc3)C(=O)C2=CN1Cc1ccco1 (stereo not given)
  A: -5	B: -21	C: -4	D: -5	E: 10	F: 6	G: 0	H: .	I: 36

[6] O=C(Nc1ccc(Cl)cc1)N(Cc1cccnc1)Cc1ccco1
  A: -1	B: 2	C: -3	D: 21	E: 21	F: 10	G: 14	H: -2	I: 0

[7] Cc1nnc(C)n1/N=C/c1cc2ccccc2nc1Cl
  A: 0	B: 3	C: 3	D: -6	E: -4	F: 3	G: 6	H: -1	I: 25

[8] O=C(CCc1ccccc1)NCC(=O)N/N=C/c1ccc2c(c1)OCO2
  A: -1	B: 2	C: 1	D: -4	E: -19	F: 2	G: 3	H: 3	I: 5

[9] O=C(Nc1cc(Cl)cc(Cl)c1)C(NCCCO)c1ccccc1 (stereo not given)
  A: 0	B: -2	C: -1	D: -2	E: -1	F: 8	G: -1	H: 1	I: 10

[10] Cc1ccc(C(=O)Nc2nc(C(C)(C)C)cs2)s1
  A: 2	B: 1	C: -8	D: 3	E: -18	F: 23	G: -1	H: 2	I: 1

[11] Cc1ccc([N+](=O)[O-])c(C(=O)N/N=C/c2cccnc2)c1
  A: 1	B: 2	C: -2	D: -3	E: -2	F: 3	G: -3	H: -1	I: 6

[12] O=C(O)Cc1ccc(Nc2cnn(C34CC5CC(CC(CC(=O)O)(C5)C3)C4)c(=O)c2Cl)cc1
  A: 0	B: 1	C: 3	D: -4	E: 1	F: 8	G: 1	H: 3	I: 11

[13] CN(C)C(=O)c1cc(F)ccc1Sc1cc(Cl)ccc1Cl
  A: 1	B: 0	C: -7	D: 9	E: 18	F: 21	G: 13	H: 0	I: 10

[14] CC(C)c1cc(C(=O)NCCc2ccccc2)no1
  A: -3	B: -26	C: -10	D: 2	E: -5	F: 5	G: -8	H: 6	I: -33

[15] O=C1CC(N2CCN(S(=O)(=O)c3ccccc3)CC2)C(=O)N1c1ccccc1 (stereo not given)
  A: 2	B: -1	C: 3	D: -2	E: -5	F: 11	G: -6	H: 2	I: 9

[16] COC(=O)[C@H]1C2CCC(C(=O)OC)(CC2)[C@H]1C(=O)OC
  A: 1	B: 2	C: -12	D: -3	E: -13	F: 5	G: 6	H: -1	I: 0

[17] COCCCNCCCOc1ccc(Cl)cc1Br
  A: .	B: -1	C: 74*	D: -2	E: -3	F: 10	G: -4	H: -2	I: 1

[18] CCOC(=O)C1(Cc2ccccc2C)CCCN(Cc2cn(C)nc2C)C1 (stereo not given)
  A: 2	B: -2	C: -9	D: -2	E: .	F: 11	G: 6	H: -2	I: 3

[19] COc1ccc(C)cc1NC(=O)CN1C(=O)c2ccccc2S1(=O)=O
  A: 2	B: -1	C: -2	D: -9	E: -5	F: 6	G: -5	H: .	I: -1

[20] O=C(Nc1ccccc1)NC1CS(=O)(=O)CC1O (stereo not given)
  A: 1	B: 48	C: -6	D: 1	E: -2	F: 19	G: 8	H: -1	I: 1

[21] CCCCN1C(=O)CCC(C(=O)O)C1c1ccccc1 (stereo not given)
  A: 0	B: -1	C: 9	D: 3	E: 4	F: 2	G: 3	H: -1	I: -1

[22] COc1cc2c(OC(C)=O)c3c(c(-c4ccc5c(c4)OCO5)c2cc1OC)C(=O)OC3
  A: 2	B: 4	C: -1	D: 0	E: 0	F: 6	G: 2	H: -2	I: -10

[23] COc1ccccc1/C=C(/C#N)C(=O)O
  A: -1	B: 0	C: 5	D: -16	E: -6	F: -3	G: -5	H: 1	I: -12

[24] O=C(CSc1nnc(-c2ccc(F)cc2)c2ccccc12)Nc1ccccc1Cl
  A: 0	B: -4	C: -5[fluorescence artefact?]	D: -14	E: -6	F: 9	G: 7	H: -1	I: 2

[25] O=C(Cn1nc(Cc2ccncc2)c2ccccc2c1=O)N1CCc2ccccc2C1
  A: 2	B: 1	C: 0	D: -11	E: -10	F: 7	G: -3	H: 2	I: 16

[26] CC(NC(=O)CSc1ccccc1C(=O)O)C1CC2CCC1C2 (stereo not given)
  A: 1	B: -6	C: -3	D: -3	E: -3	F: 11	G: 2	H: -3	I: -13

[27] CC(=NCC1CCNCC1)C1=C(O)CC(C)(C)CC1=O
  A: 0	B: -3	C: 5	D: 3	E: 20	F: 20	G: 6	H: -2	I: 0

[28] NS(=O)(=O)c1ccc(Nc2ccc([N+](=O)[O-])c3nonc23)cc1
  A: 1	B: -12	C: 1	D: 0	E: 2	F: 8	G: 4	H: 0	I: 11

[29] COc1ccc(NC(=O)c2[nH]c(C)c(C(C)=O)c2C)cc1S(=O)(=O)N1CCOCC1
  A: -2	B: -1	C: 3	D: -6	E: -29	F: 1	G: -2	H: -2	I: 1

[30] Cc1ccccc1NC(=O)CSc1nc2ccccc2o1
  A: 0	B: -1	C: -10[fluorescence artefact?]	D: 15	E: 51*	F: 5	G: 15	H: 1	I: 8

Four entries out of the list above, sorted by the value under Wee1 degr inh, highest first.
Field names – A = Runt-CBFb FRET; B = Runt-SMMHC FRET; C = 14-3-3 Bad inh; D = Thrombin inh; E = KLK5 inh; F = FXIIa inh 1536; G = FXIa inh 1536; H = Wee1 degr inh; I = Hck-Nef inh
[12] O=C(O)Cc1ccc(Nc2cnn(C34CC5CC(CC(CC(=O)O)(C5)C3)C4)c(=O)c2Cl)cc1
  A: 0	B: 1	C: 3	D: -4	E: 1	F: 8	G: 1	H: 3	I: 11

[9] O=C(Nc1cc(Cl)cc(Cl)c1)C(NCCCO)c1ccccc1 (stereo not given)
  A: 0	B: -2	C: -1	D: -2	E: -1	F: 8	G: -1	H: 1	I: 10

[21] CCCCN1C(=O)CCC(C(=O)O)C1c1ccccc1 (stereo not given)
  A: 0	B: -1	C: 9	D: 3	E: 4	F: 2	G: 3	H: -1	I: -1

[4] COc1ccc(NS(=O)(=O)c2cc(NC(=O)/C=C/c3cc(OC)ccc3OC)ccc2N2CCCCC2)cc1
  A: -6	B: 0	C: -8[fluorescence artefact?]	D: -8	E: -19	F: 11	G: 9	H: -2	I: 7

The list goes on.
Field names – A = Runt-CBFb FRET; B = Runt-SMMHC FRET; C = 14-3-3 Bad inh; D = Thrombin inh; E = KLK5 inh; F = FXIIa inh 1536; G = FXIa inh 1536; H = Wee1 degr inh; I = Hck-Nef inh
[31] Cc1nc2ccccc2cc1C(=O)N/N=C/c1cccs1
  A: -2	B: 0	C: 13	D: 0	E: 0	F: 5	G: 9	H: 7	I: 1

[32] O=C(N/N=C\c1ccccn1)C1c2ccccc2Oc2ccccc21
  A: 0	B: 1	C: -15	D: -11	E: -17	F: 8	G: -3	H: 0	I: 24

[33] O=C(CC(c1ccccc1)(c1ccccc1)c1ccccc1)N[C@@H](Cc1ccccc1)C(=O)O
  A: -7	B: -5	C: 0	D: 3	E: 4	F: 14	G: 3	H: -2	I: 4

[34] Cc1cc(C)cc(N(C(C)C(=O)N2CCOCC2)S(C)(=O)=O)c1 (stereo not given)
  A: 1	B: 1	C: -6	D: -7	E: -5	F: 3	G: -4	H: -3	I: 22

[35] O=C(Cn1ncc2ccccc21)N1CCN(c2cccc(C(F)(F)F)c2)CC1
  A: -2	B: -6	C: -10[fluorescence artefact?]	D: -2	E: -8	F: 3	G: 0	H: -3	I: -1

[36] CC(C)NC(=O)CSc1nnc(COc2ccccc2Cl)o1
  A: 2	B: -1	C: 9	D: -11	E: -26	F: 7	G: -3	H: 1	I: 8

[37] COc1ccc(/C=C(\NC(=O)c2cccs2)C(=O)Nc2cccc3ccccc23)cc1OC
  A: -1	B: -1	C: -9	D: -5	E: 1	F: 5	G: -9	H: 3	I: -1

[38] COc1ccc(C2C(C(C)=O)=C(O)C(=O)N2CCc2ccccc2)c(OC)c1 (stereo not given)
  A: 3	B: 3	C: 33	D: -1	E: 1	F: 9	G: -7	H: 0	I: 3

[39] CC(CCc1ccccc1)NC(=O)CN1CCc2ccccc2C1 (stereo not given)
  A: -2	B: -2	C: 4	D: 1	E: -3	F: 9	G: 9	H: 2	I: 21

[40] COc1ccc(OC)c(C2CC(=O)Nc3c2c(=O)[nH]c2ncnn32)c1 (stereo not given)
  A: 0	B: -4	C: -6	D: -1	E: 6	F: 4	G: -4	H: -1	I: 20

[41] O=C1OC(c2ccc(O)cc2)(c2ccc(O)cc2)c2ccccc21
  A: -1	B: 2	C: 4	D: -3	E: -4	F: -2	G: 8	H: -2	I: -7

[42] O=C1C2C(C(=O)N1c1ccccc1)N1CCCN1C2c1ccccc1 (stereo not given)
  A: -2	B: 3	C: -9	D: -4	E: -1	F: 2	G: -3	H: 0	I: -5

[43] OCCNCCCOc1ccc(Cl)cc1Br
  A: .	B: 3	C: 5	D: -5	E: 8	F: -6	G: -14	H: 1	I: 0

[44] CC(C)CCNC(=O)NC(=O)COc1c(F)c(F)cc(F)c1F
  A: -2	B: 1	C: 4	D: -22	E: 2	F: 5	G: 10	H: -1	I: 1

[45] COc1cc(CCC(=O)Nc2nnc(-c3cccnc3)s2)cc(OC)c1OC
  A: 1	B: -1	C: -4	D: 12	E: -5	F: 0	G: -8	H: -1	I: 24

[46] CCC(C)(C)NC(=O)C1CCN(c2nc(OC)nc(OC)n2)CC1
  A: -2	B: 1	C: 2	D: 0	E: -16	F: -1	G: -3	H: -3	I: 3

[47] CC1(C)CC(=O)C2=C(C1)c1c(ccc3ncccc13)NC2c1cccs1 (stereo not given)
  A: 2	B: 5	C: -6	D: 0	E: -7	F: 8	G: -1	H: 0	I: 9

[48] O=C(Cc1ccc(Cl)cc1)c1ccc(O)cc1
  A: 0	B: -2	C: -5	D: -2	E: 0	F: 6	G: 3	H: 1	I: 7

[49] O=C(O)c1ccc(-n2c(O)c(C=C3N=c4ccccc4=N3)sc2=S)cc1
  A: 6	B: -8	C: -12	D: 3	E: 2	F: 11	G: 1	H: 6	I: 3

Screens from PubChem.
